Bioassay records (PubChem)
Dynein transport = dynein cargo transport inhibition; 3617.4 mouse cells, GR-EGFP nuclear translocation imaging; test concentration mostly 20 µM; stimulated with dexamethasone, 1 µM; active compounds read low; z-score, hits read low; hit rate 0.47% among 220,000; AID 1381;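 active means plate z-score of nuclear minus cytoplasmic receptor signal below a set negative limit, without overly bright fluorescence or cell loss, cut at about -3.5 in these data, passing the limit was not always enough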;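 further: z-score of nuclear minus cytoplasmic ring GR-EGFP intensity difference per well; some compounds called inactive have numbers as strong as hits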
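Also added – dexamethasone, 1.0 µM final · Buffer or medium – tet-free, stripped-serum medium · Schedule – induction 48 h, compound 1 h, agonist 30 min · Detection – formaldehyde fixation, Hoechst nuclear stain, 10x automated fluorescence imaging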
SIAH1 antagonists = Siah-1 peptide-binding antagonists, primary screen, biochemical, fluorescence polarization, rhodamine-plectin, uHTS (AID 1817); hit rate 0.02% among 290,000; Siah-1 / rhodamine-plectin peptide fluorescence polarization; higher % means a stronger effect; one-dose displacement, % at 20 µM; IC50 in µM for titrated hits;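 active means displacement of at least 50% at 20 µM, with a fluorescence ratio check between 0.3 and a set limit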;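 further: plate controls were Siah plus tracer with DMSO for no effect and tracer alone without Siah for full effect; strong numbers were not always called active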
AID2073 = inhibitors of Mint1-CaV2.2 protein interaction, biochemical, HTRF (AID 2073); HTRF protein-protein interaction, Mint1-CaV2.2; higher % means a stronger effect; inhibition, % at 20 µM; hits with a dose series show IC50 in µM; hit rate 0.19% among 290,000; in the data active means inhibition mostly above about 51%, no sharp cut-off; inconclusive means no clear call, values can overlap the other calls; inactive means mostly below about 53%; further: some results filed as inactive read as strong as hits
P. falciparum M17LAP = P. falciparum M17LAP inhibitors, primary screen, biochemical, fluorogenic H-Leu-NHMec substrate, 1536-well (AID 1619); recombinant M17LAP, H-Leu-NHMec fluorogenic kinetic assay; higher % means a stronger effect; one-dose inhibition, % at 30 µM; IC50 in µM for titrated hits; hit rate 0.38% among 220,000;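 active means compound inhibiting the enzyme by more than half at any dose during confirmatory dose-response retesting; inconclusive means strong single-dose inhibitors picked by rank but not retested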;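 further: plate controls were full reaction with DMSO carrier for no effect and no enzyme background for full effect; strong numbers were not always called active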
LYP phosphatase = inhibitors of LYP phosphatase, biochemical, fluorescence intensity, uHTS (AID 1779). recombinant LYP phosphatase, fluorescence intensity; higher % means a stronger effect. inhibition, % at 11.5 µM; hits with a dose series show IC50 in µM. hit rate 0.054% among 290,000;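 further: plate controls were vehicle with enzyme for no effect and no enzyme for full effect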
M1AAP inhibition = malaria alanyl aminopeptidase activity blockers – biochemical, fluorogenic H-Leu-NHMec substrate, 1536-well (AID 1445); inhibition, % at 30 µM; hits with a dose series show IC50 in µM; hit rate 0.42% among 220,000; recombinant M1AAP, H-Leu-NHMec fluorogenic kinetic assay; higher % means a stronger effect;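 active means primary inhibition above the hit cutoff, then over 50% inhibition at one or more dose response concentrations, cut at about 23% in these data, passing the limit was not always enough; inconclusive means conflicting primary data, or primary hits not chosen for dose response; inactive means low primary inhibition, or under 50% at every dose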;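 further: plate controls were DMSO full reaction for no effect and no enzyme background for full effect; strong numbers were not always called active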
XIAP displacement = small molecules displacing peptide from XIAP – biochemical, IAP family, fluorescence polarization (AID 1018). hit rate 0.007% among 200,000. XIAP BIR domain, fluorescence polarization peptide displacement; higher % means a stronger effect. one-dose displacement, % at 20 µM; IC50 in µM for titrated hits; in the data active means displacement above about 50%; further: a part of the inactive calls stands beside numbers as strong as those of hits
PMI inhibitors = inhibitors of human PMI, primary screen, biochemical, fluorescence intensity, coupled assay (AID 1209) | inhibition, % at 20 µM, or IC50 in µM where a hit was titrated | purified PMI enzyme, coupled fluorescence intensity; higher % means a stronger effect | hit rate 0.42% among 190,000;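 further: plate controls were DMSO vehicle for no effect and wells lacking substrate for full effect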
PMI inhibition = human PMI inhibitors, high substrate, primary screen, biochemical, fluorescence intensity, high mannose 6-phosphate (AID 1220) | recombinant PMI enzyme, coupled fluorescence intensity; higher % means a stronger effect | one-dose inhibition, % at 20 µM; IC50 in µM for titrated hits | hit rate 0.66% among 190,000
Dynein transport cytoplasmic EGFP = also measured in Dynein transport; calls as there; z-score; measured here: cytoplasmic GR-EGFP intensity; active compounds read high
Dynein transport nuclear GR-EGFP = also measured in Dynein transport; calls as there; z-score; measured here: nuclear GR-EGFP intensity;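 lower value marks the stronger effect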
Dynein transport cell count = recorded beside Dynein transport, whose call it bears; z-score; measured here: cell count per field
* = called active by the depositor; ? = inconclusive; · = not tested or not shown. Unless noted, no stated cut-off is given here; in the data, active means inhibition above about 50%; inactive means the rest.

SMILES	Dynein transport	Dynein transport cytoplasmic EGFP	Dynein transport nuclear GR-EGFP	Dynein transport cell count	SIAH1 antagonists	AID2073	P. falciparum M17LAP	LYP phosphatase	M1AAP inhibition	XIAP displacement	PMI inhibitors	PMI inhibition
O=C(Cn1cnc2c(nnn2Cc2ccccc2)c1=O)NCc1ccccc1Cl	-0.28	-0.21	0.35	0.22	-4%	5%	-5%	-7%	-8%	·	·	·
CCCCNC(=O)NCc1cnn(C)c1C	-0.55	-0.22	0.62	0.71	2%	-2%	9%	-5%	-1%	0.8%	8%	-5%
COC(=O)C1=C(C)N(CCc2cc(OC)c(OC)c(OC)c2)C(=O)N[C@H]1c1ccc(Br)cc1	0.2	-0.2	0.4	0.51	1%	-4%	-2%	-3%	-6%	-5.3%	22%	20%
CC(=O)Nc1cc(C(=O)NCc2ccco2)ccc1Sc1ccc(F)cc1	-0.32	-0.27	0.064	1.6	2%	0%	23%	-4%	9%	-4.5%	12%	5%
CCOC(=O)C1C(=O)NCC1c1ccccc1 (stereo unspecified)	-0.82	-0.31	-0.41	0.34	-3%	-9%	-8%	-10%	-15%	-6.5%	2%	-6%
CC1CCC2(CC1)NC(=O)N(CC(=O)Nc1ccc3c(c1)CCC3)C2=O (stereo unspecified)	0.5	-0.12	0.96	-0.97	12%	-2%	-3%	-2%	3%	·	·	·
CC(=O)Nc1ccc(Oc2ccc([N+](=O)[O-])cc2Cl)cc1	0.47	-0.27	0.27	0.17	-3%	16%	3%	-2%	5%	-13%	-2%	0%
CCOC(=O)c1cn(Cc2cccc(C)c2)nn1	-0.21	-0.051	0.084	0.71	-6%	-5%	1%	-13%	6%	-3.7%	-2%	2%
COc1ccc(NS(=O)(=O)c2cccc(NC(=O)COc3ccc(OC)cc3)c2)cc1	-1.4	-0.83	-0.62	2.4	-2%	16%	4%	1%	-5%	·	·	·
Cc1ccc(C)c2nc3sc(C(=O)N4CCOCC4)c(N)c3cc12	-1.1	-0.14	-0.48	0.19	6%	30%	20%	-9%	7%	-3.1%	8%	2%
O=C1NC(=O)/C(=C\c2ccc(Oc3ccc([N+](=O)[O-])cn3)cc2)S1	0.56	-0.041	0.22	-0.63	-2%	3%	24%	1%	2%	-3.2%	-1%	-3%
CC(C)CC(C(=O)NCC1CCCO1)N(C(=O)Cn1nnc(-c2ccc(F)cc2)n1)c1cccc(C(F)(F)F)c1 (stereo unspecified)	-0.28	-0.18	-0.25	0.14	1%	5%	6%	-1%	-9%	-6.6%	4%	8%
O=C(NCCCN1CCOCC1)c1ccc(Cl)cc1[N+](=O)[O-]	-0.51	-0.14	0.21	-0.0029	3%	0%	·	-5%	·	1.2%	3%	6%
CN(C)CCNS(=O)(=O)c1ccc(N2CCN(c3ccc(F)cc3)CC2)c([N+](=O)[O-])c1	0.7	-0.13	0.88	0.062	-2%	-2%	7%	4%	9%	-9.6%	16%	9%
CN(C)S(=O)(=O)c1cc(C(=O)O)c(NC2CCCCC2)cc1Cl	-1.2	0.62	-0.4	0.89	1%	2%	40%	-4%	4%	-2.2%	-14%	-11%
CCOC(=O)N1CCN(C(=O)CSCc2ccc(Br)cc2)CC1	1.5	-0.24	1.5	-0.054	-5%	0%	-6%	-3%	2%	-4.7%	6%	1%
O=C(c1cccs1)N1CCN(Cc2cccnc2)CC1	·	·	·	·	5%	6%	-2%	-8%	2%	-3.0%	6%	4%
CCC(C)(C)C(=O)Nc1ccc(C(N)=O)cc1	-0.45	-0.13	-0.093	1.3	2%	0%	17%	-7%	4%	-0.2%	-4%	-2%
O=Cc1cccn1-c1c(C(=O)O)cnn1-c1ccccc1	0.55	-0.39	-0.15	-0.38	4%	?	0%	-4%	0%	-2.1%	-14%	-9%
CC(C)C(=O)Nc1cccc(C(=O)Nc2nnc(C(C)C)s2)c1	1	-0.22	-0.073	1	-4%	6%	13%	4%	12%	-3.8%	-6%	-10%
CC(C)(CO)NS(=O)(=O)c1ccc2c(c1)C(=NO)c1cc(S(=O)(=O)NC(C)(C)CO)ccc1-2	1.5	-0.19	1.2	-1.2	-1%	14%	·	-1%	·	-6.1%	-6%	-10%
CC(=O)c1c(C)[nH]c(C(=O)NCCC2=CCCCC2)c1C	0.29	-0.16	0.45	-0.74	2%	-2%	13%	-4%	3%	-18%	4%	12%
COc1ccc(-c2n(CC(=O)OC3CC(C)CCC3C(C)C)c3ccccc3[n+]2C)cc1 (stereo unspecified)	0.98	0.71	0.5	-1.6	-2%	11%	11%	-7%	-2%	-5.2%	9%	13%
CCN1CCN(c2cc(=O)n(-c3cc(Cl)ccc3C)c(=O)[nH]2)CC1	0.33	-0.35	0.028	0.59	-1%	-1%	2%	-8%	2%	-6.9%	0%	-2%
N#CCCn1cc(/C=C/C(=O)O)c(-c2ccc(F)cc2)n1	-1.2	-0.036	-0.69	0.57	-1%	-2%	6%	-1%	0%	-4.6%	-22%	-16%
CCC(=Nc1ccccc1)C1=C(O)CC(C)(C)CC1=O	-0.97	-0.3	-0.45	0.41	3%	9%	0%	-5%	4%	-2.4%	-4%	3%
COc1ccc(-n2c(COc3ccccc3)nnc2SCC(N)=O)cc1	0.55	-0.35	0.81	-0.05	-5%	-15%	14%	-7%	2%	-3.4%	4%	10%
C=CCNc1ncnc2c1[nH]c1ccc(C)cc12	0.26	-0.3	0.38	0.065	0%	11%	-14%	-7%	13%	-2.5%	4%	0%
CCCc1nnc2n1N=C(c1ccc(-c3cc(Cl)ccc3Cl)o1)CS2	-0.48	-0.21	-0.92	1.4	-1%	-4%	-11%	-5%	8%	-6.3%	-10%	-16%
Cc1ccc(NC(=O)c2cn(-c3cccc(C)n3)cn2)cc1	0.25	-0.2	-0.13	0.1	-3%	-1%	-6%	-3%	0%	0.1%	13%	4%
CCCC(=O)N1CCN(c2ccc(NC(=O)c3cccs3)cc2)CC1	0.02	-0.23	0.12	-0.34	-9%	-4%	-6%	0%	0%	-5.6%	-14%	-7%
N#C/C(=C\c1cccnc1)C(=O)NC1CCCCC1	-0.42	-0.2	-0.14	0.098	-5%	-2%	-4%	-7%	2%	-1.7%	8%	1%
COc1ccc(NC(=O)CCS(=O)(=O)c2cccc3nonc23)cc1	-0.22	-0.32	0.22	1.1	6%	-3%	1%	1%	-2%	-4.2%	-11%	-6%
c1ccc(OCc2nn3c(-c4ccncc4)nnc3s2)cc1	-0.17	-0.21	0.14	0.046	-1%	-3%	8%	0%	6%	-5.7%	3%	-6%
COc1ccc(CC(=O)NCc2nnc(SCC(=O)Nc3ccccc3)n2C)cc1	-0.78	-0.16	-0.39	0.88	5%	-3%	-2%	-5%	3%	-3.7%	2%	-4%
CCN1CCN(C(=O)c2ccc(OC)c(S(=O)(=O)Nc3ccc(C)cc3)c2)CC1	0.43	-0.22	-0.14	0.17	-2%	26%	-5%	0%	8%	1.4%	0%	2%
COc1c(/C=N/Nc2ccc([N+](=O)[O-])cc2[N+](=O)[O-])c(C)nn1-c1ccccc1	-0.043	-0.2	-0.31	0.96	2%	7%	-8%	-5%	15%	-3.2%	9%	16%
Cc1csc(=Nc2cccnc2)n1Cc1ccco1	0.34	-0.27	-0.0098	-0.24	-3%	-5%	-1%	-7%	5%	-8.8%	1%	3%
COc1ccccc1C1NC(=O)NC(C)=C1C(=O)Nc1cccc(C)c1C (stereo unspecified)	-0.014	-0.24	0.13	-0.07	1%	0%	4%	-6%	6%	-1.6%	-2%	9%
COc1ccc2[nH]c(=O)c(CN(C(=O)c3ccco3)C(C)C)cc2c1	-0.76	-0.79	-0.63	0.39	-3%	-7%	·	-5%	·	·	·	·

Filtered by structure: the compounds so far containing bromine (2)
SMILES	Dynein transport	Dynein transport cytoplasmic EGFP	Dynein transport nuclear GR-EGFP	Dynein transport cell count	SIAH1 antagonists	AID2073	P. falciparum M17LAP	LYP phosphatase	M1AAP inhibition	XIAP displacement	PMI inhibitors	PMI inhibition
COC(=O)C1=C(C)N(CCc2cc(OC)c(OC)c(OC)c2)C(=O)N[C@H]1c1ccc(Br)cc1	0.2	-0.2	0.4	0.51	1%	-4%	-2%	-3%	-6%	-5.3%	22%	20%
CCOC(=O)N1CCN(C(=O)CSCc2ccc(Br)cc2)CC1	1.5	-0.24	1.5	-0.054	-5%	0%	-6%	-3%	2%	-4.7%	6%	1%

Remaining list, next part:
SMILES	Dynein transport	Dynein transport cytoplasmic EGFP	Dynein transport nuclear GR-EGFP	Dynein transport cell count	SIAH1 antagonists	AID2073	P. falciparum M17LAP	LYP phosphatase	M1AAP inhibition	XIAP displacement	PMI inhibitors	PMI inhibition
CCn1c(Cc2ccccc2)nnc1SCc1cccc(C(=O)O)c1	1.3	-0.22	1	-1.4	10%	15%	30%	-8%	-4%	-6.2%	-11%	-6%
CN1CCN(CC(=O)Nc2ccccc2Oc2ccccc2)CC1	-0.1	-0.25	-0.3	0.37	0%	-1%	-3%	-3%	1%	·	·	·
O=C(O)c1cccnc1SCc1cn2cc(Br)ccc2n1	-1.5	-0.34	-0.62	1.1	5%	15%	32%	-3%	?	0.4%	-15%	-8%
CCOC(=O)N1CCN(C(=O)c2cc(-n3cnnc3)ccc2Cl)CC1	0.87	-0.18	0.26	0.7	-2%	-4%	0%	-7%	5%	-2.6%	16%	13%
Nc1ccc(C(=O)N/N=C\C=C\c2ccc([N+](=O)[O-])cc2)cc1	0.86	-0.26	0.72	-1	3%	28%	0%	-4%	9%	-0.8%	0%	-2%
Cc1cccc(C)c1NC1=NC(C)(C)N=C(N)N1	-0.29	-0.19	0.12	-0.37	2%	21%	-6%	-1%	22%	-3.2%	-15%	-9%
CN1C(=O)CSc2ccc(NC(=O)NCc3ccco3)cc21	0.74	-0.12	0.52	-0.23	-4%	14%	13%	2%	1%	-5.4%	-1%	-4%
Cc1cc(C)n(CC(=O)NCc2cc(-c3nn(C)c(=O)c4ccccc34)ccc2C)n1	0.91	-0.072	0.51	-0.24	3%	-6%	10%	-2%	0%	-3.3%	9%	5%
OCCN(Cc1ccccc1)C(=S)NC1CCCCC1	-0.33	-0.23	-0.25	0.51	6%	-2%	0%	-9%	1%	-4.8%	-9%	-11%
O=C(c1ccccc1)c1c[nH]c2cc3c(cc2c1=O)OCCO3	1.6	-0.21	1.4	-0.93	-3%	10%	11%	2%	12%	-3.1%	-5%	-4%
COC(=O)c1ccc(COc2ccccc2/C=N/NS(=O)(=O)c2ccccc2)cc1	-1.2	-0.19	0.089	1.6	-6%	-5%	-9%	0%	4%	-3.4%	6%	15%
CCOC(=O)c1[nH]c2cc(OC)c(OC)cc2c1NC(=O)CCN1CCSCC1	1.5	0.08	1.3	-0.94	0%	21%	-17%	-1%	1%	·	·	·
